High-throughput results: PubChem BioAssay, several laboratories
AI-2 QS modul = modulates the Vibrio harveyi AI-2 quorum sensing system. Vibrio harveyi JMH597 AI-2 luminescence/OD600 ratio, 9 h; hits give low values; strain lacks LuxN and CqsS sensors; 0 = neutral-control median. activity change, % at 7.5 µM. 0.4% of 300,000 active; in the data active = activity change below about -75%, passing the limit was not always enough;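 also: luminescence divided by OD600 gain over 9 h not by final OD600 alone; inactives centre near 13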
MrgX1 agonist = agonists of human MrgX1 receptor; Q96LB2; AID 588627; MrgX1-HEK293 cells, Fluo-4 calcium fluorescence, agonist mode; hits give high values; 0.44% of 310,000 active; B-score at 10 µM;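 active = calcium response B-score plate-corrected fluorescence ratio at least 3 library SD, with starting fluorescence B-score inside 5 SD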
Target sequence (Q96LB2 whole entry, looked up): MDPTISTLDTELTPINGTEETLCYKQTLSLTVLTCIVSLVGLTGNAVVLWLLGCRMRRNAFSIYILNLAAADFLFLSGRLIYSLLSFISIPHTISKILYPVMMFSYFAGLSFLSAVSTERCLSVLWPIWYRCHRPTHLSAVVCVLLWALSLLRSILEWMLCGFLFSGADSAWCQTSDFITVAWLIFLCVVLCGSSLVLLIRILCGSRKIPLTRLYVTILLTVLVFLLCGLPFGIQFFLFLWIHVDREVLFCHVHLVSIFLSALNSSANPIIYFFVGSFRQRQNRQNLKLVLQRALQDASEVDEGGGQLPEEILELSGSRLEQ
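Test system: HEK293 cells stably expressing human MrgX1 receptor; amount: 15,000 cells per well; doses: compound delivered in addition one of three; times: overnight plating before 1 h dye loading; detection: Fluo-4 NW calcium-flux fluorescence, kinetic read; read-out basis: B-scored fluorescence response ratio; controls: positive and negative controls per plate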
TRPC6 act = mouse TRPC6 channel activation. Q61143. HEK293-TRPC6 membrane potential dye fluorescence; hits give high values. B-score at 10 µM. 0.13% of 310,000 active. AID 2550;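 active = B-score of the integrated fluorescence ratio above library mean plus 3 SD, and starting fluorescence ratio within library mean plus 5 SD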;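 also: higher score means more depolarization so channel activation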
TRPC4 act = activators of mouse TRPC4 channel | HEK293 TRPC4beta/mu-opioid, Fluo4 calcium fluorescence; hits give high values | B-score at 10 µM | 0.49% of 310,000 active | AID 2237;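 active = B-score above 5 SD of library B-scores, and initial fluorescence ratio not above library mean plus 5 SD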;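 also: positive B-score marks a calcium rise read as TRPC4 activation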
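system = HEK293 cells stably co-expressing mouse TRPC4beta and mu-opioid receptor | schedule = Fluo4 dye loading 45 min at room temperature, 110 s recording | measure = B-scored integrated calcium fluorescence ratio | signal = Fluo4 calcium-sensitive dye fluorescence, kinetic, 1 Hz baseline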
TRPC4 inh = blocks the mouse TRPC4 cation channel; B-score at 10 µM; 0.39% of 300,000 active; HEK293 TRPC4beta/mu-opioid, DAMGO-evoked Fluo4 calcium flux; hits give low values;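 active = B-score over 3 SD under the library average, no early fluorescence shift, positive overall ratio signal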
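Assay system – HEK293 line stably carrying TRPC4beta and mu-opioid receptor · Doses – single dose · Detection – Fluo4 calcium-dye fluorescence, kinetic read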
PolyA inhibitor = inhibitors of polyadenylation in S. cerevisiae; S. cerevisiae SKY197-pL101 polyadenylation reporter, beta-gal luminescence; efflux-impaired pdr1/pdr3 knockout yeast; score 100 = 6 SD above DMSO; calls only at 12 µM; 0.02% of 300,000 active; AID 1875;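 active = lowest replicate activity score at least 50, where 100 means six control SD above control mean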;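 also: yeast exposed to compound for 9 h at 30 °C; higher score means more reporter readthrough which indicates perturbed polyadenylation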
MrgX1 PAM = allosterically activates human MrgX1 receptor signaling; Q96LB2; MrgX1-HEK293, Fluo-4 calcium flux, FDSS; hits give high values; B-score at 10 µM; 0.63% of 310,000 active; AID 588675;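 active = plate-corrected calcium response at least 3 library SD above typical, normal starting fluorescence, not activating the receptor alone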;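 also: compound read alongside a low EC10 to EC30 dose of BAM8-22 agonist; peak minus trough fluorescence over baseline measured at the second addition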
HIF activator = HIF pathway transcriptional activation; U2OS HRE-luciferase reporter, luminescence; normalized: DMSO 0%, desferrioxamine 100%; activation, % at 7.5 µM (by protocol); 0.32% of 300,000 active;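 active = mean activation of at least 10% of the iron chelator positive control signal, with at least half of replicates also reaching 10%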
TRPC6 inh = blocks the mouse TRPC6 cation channel. HEK293-TRPC6, membrane potential dye, ACh-evoked depolarization; hits give low values. B-score at 10 µM. 1.1% of 310,000 active. AID 2553;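 active = B-score under library mean minus 3 SD, initial fluorescence not abnormally high, positive integrated signal ratio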;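 also: B-score derived from integrated fluorescence ratio over the kinetic read; more negative B-score means stronger inhibition of depolarization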
TRPC4 potent = allosteric potentiators of mouse TRPC4 channel. HEK293 TRPC4beta/mu-opioid, DAMGO EC20, Fluo-4 Ca2+ flux; hits give high values. 0.42% of 310,000 active. B-score at 10 µM;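 active = B-score of calcium response area above 5 SD of library B-scores, with initial fluorescence ratio within 5 SD of library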;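 also: B-score of integrated fluorescence ratio over time as area under calcium response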
MrgX1 antagonist = antagonists of human MrgX1 receptor. Q96LB2. MRGX1-HEK293 calcium flux, Fluo-4, BAM8-22 antagonism; hits give low values. B-score at 10 µM. 1.3% of 310,000 active;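 active = calcium-response B-score plate-corrected more than 3 library SD below zero, starting fluorescence within 5 deviations, no agonist response on first addition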;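 also: peak minus trough fluorescence over baseline after final BAM8-22 challenge near maximal dose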
The depositor's hits bear a star. These rows are one share of the data; count on the stated rates, not on these rows.

O=C(Nc1ccccn1)c1ccc(S(=O)(=O)N2CCCCCC2)cc1 was read as AI-2 QS modul 63, MrgX1 agonist inactive, TRPC6 act inactive, TRPC4 act inactive, TRPC4 inh inactive, PolyA inhibitor inactive, MrgX1 PAM inactive, HIF activator 2.1, TRPC6 inh inactive, TRPC4 potent inactive and MrgX1 antagonist inactive.
CC(=O)Nc1nc(C)c(C(C)C)s1 was read as AI-2 QS modul 6, MrgX1 agonist inactive, TRPC6 act inactive, TRPC4 act inactive, TRPC4 inh inactive, PolyA inhibitor inactive, MrgX1 PAM inactive, HIF activator -0.1, TRPC6 inh inactive, TRPC4 potent inactive and MrgX1 antagonist inactive.
Screening O=C(NNC(=O)C1CCCC1)c1ccccc1F returned AI-2 QS modul 9, MrgX1 agonist inactive, TRPC6 act inactive, TRPC4 act inactive, TRPC4 inh inactive, PolyA inhibitor inactive, MrgX1 PAM inactive, HIF activator 0.2, TRPC6 inh inactive, TRPC4 potent inactive and MrgX1 antagonist inactive.
COc1cc(NC(=O)c2ccc3c(c2)OCO3)c2ncccc2c1 was read as AI-2 QS modul 4, MrgX1 agonist inactive, TRPC6 act inactive, TRPC4 act inactive, TRPC4 inh inactive, MrgX1 PAM inactive, HIF activator 1.8, TRPC6 inh inactive, TRPC4 potent inactive and MrgX1 antagonist inactive.
For Cc1ccc(-n2cc(C(=O)c3ccccc3O)cn2)cc1 the results were AI-2 QS modul -4, MrgX1 agonist inactive, TRPC6 act inactive, TRPC4 act inactive, TRPC4 inh inactive, PolyA inhibitor inactive, MrgX1 PAM inactive, HIF activator -3.7, TRPC6 inh inactive, TRPC4 potent inactive and MrgX1 antagonist inactive.
For Cc1ccc(S(=O)(=O)NCCCC(=O)N2CCC(C)CC2)cc1 the results were AI-2 QS modul 6, MrgX1 agonist inactive, TRPC6 act inactive, TRPC4 act inactive, TRPC4 inh inactive, PolyA inhibitor inactive, MrgX1 PAM inactive, HIF activator 1.1, TRPC6 inh inactive, TRPC4 potent inactive and MrgX1 antagonist inactive.
Nc1ncnc(Nc2ccccc2Cl)n1 was read as AI-2 QS modul 17, MrgX1 agonist inactive, TRPC6 act inactive, TRPC4 act inactive, TRPC4 inh inactive, PolyA inhibitor inactive, MrgX1 PAM inactive, HIF activator 0.6, TRPC6 inh inactive, TRPC4 potent inactive and MrgX1 antagonist inactive.
O=C(COC(=O)C1CCN(S(=O)(=O)c2ccc(Cl)c(C(F)(F)F)c2)CC1)NCc1ccco1 was read as AI-2 QS modul 17, MrgX1 agonist inactive, TRPC6 act inactive, TRPC4 act inactive, TRPC4 inh inactive, PolyA inhibitor inactive, MrgX1 PAM inactive, HIF activator 0.1, TRPC6 inh inactive, TRPC4 potent inactive and MrgX1 antagonist inactive.
`CCCn1c2ccccc2c2nnc(SCc3[nH]c(=O)[nH]c3C(=O)CCCCC(=O)OCC)nc21` gave AI-2 QS modul 22, MrgX1 agonist inactive, TRPC6 act inactive, TRPC4 act inactive, TRPC4 inh inactive, PolyA inhibitor inactive, MrgX1 PAM inactive, HIF activator 0.6, TRPC6 inh inactive, TRPC4 potent inactive and MrgX1 antagonist inactive.
COc1cccc(NS(=O)(=O)c2ccc(OC)c(OC)c2)c1 was read as AI-2 QS modul 15, MrgX1 agonist inactive, TRPC6 act inactive, TRPC4 act inactive, TRPC4 inh inactive, PolyA inhibitor inactive, MrgX1 PAM inactive, HIF activator 0.1, TRPC6 inh inactive, TRPC4 potent inactive and MrgX1 antagonist inactive.
`CN(C)CCn1c(=O)n(Cc2ccccc2)c(=O)c2c3c(sc21)CCCCC3` gave AI-2 QS modul 3, MrgX1 agonist inactive, TRPC6 act inactive, TRPC4 act inactive, TRPC4 inh inactive, PolyA inhibitor inactive, MrgX1 PAM inactive, HIF activator -0.5, TRPC6 inh inactive, TRPC4 potent inactive and MrgX1 antagonist inactive.
`On1c(-c2ccccc2Cl)nc2ncccc21` gave AI-2 QS modul 16, MrgX1 agonist inactive, TRPC6 act inactive, TRPC4 act inactive, TRPC4 inh inactive, PolyA inhibitor inactive, MrgX1 PAM inactive, HIF activator -0.5, TRPC6 inh inactive, TRPC4 potent inactive and MrgX1 antagonist inactive.
NC(=O)CSc1nnc(COc2ccccc2)n1CCc1ccccc1 was read as AI-2 QS modul -7, MrgX1 agonist inactive, TRPC6 act inactive, TRPC4 act inactive, TRPC4 inh inactive, PolyA inhibitor inactive, MrgX1 PAM inactive, HIF activator -0.3, TRPC6 inh inactive, TRPC4 potent inactive and MrgX1 antagonist inactive.
Screening Cc1cc(C(=O)N/N=C/c2ccc(N(C)C)cc2)c2ccccc2n1 returned AI-2 QS modul 25, MrgX1 agonist inactive, TRPC6 act inactive, TRPC4 act inactive, TRPC4 inh inactive, PolyA inhibitor inactive, MrgX1 PAM inactive, HIF activator 4.4, TRPC6 inh inactive, TRPC4 potent inactive and MrgX1 antagonist inactive.
Screening Cc1cccc(NC(=O)c2ccc3c(c2)C(=O)N(c2ccccc2C)C3=O)n1 returned AI-2 QS modul 27, MrgX1 agonist inactive, TRPC6 act inactive, TRPC4 act inactive, TRPC4 inh inactive, PolyA inhibitor inactive, MrgX1 PAM inactive, HIF activator 0.5, TRPC6 inh inactive, TRPC4 potent inactive and MrgX1 antagonist inactive.
Screening COCCN(C(=S)Nc1c(C)cccc1C)C(C)c1cccnc1 (configuration not stated) returned AI-2 QS modul 16, MrgX1 agonist inactive, TRPC6 act inactive, TRPC4 act inactive, TRPC4 inh inactive, PolyA inhibitor inactive, MrgX1 PAM inactive, HIF activator 0.1, TRPC6 inh inactive, TRPC4 potent inactive and MrgX1 antagonist inactive.
For COC(CNC(=O)c1ccc2c(c1)ncn2-c1cccc(F)c1)OC the results were AI-2 QS modul 0, MrgX1 agonist inactive, TRPC6 act inactive, TRPC4 act inactive, TRPC4 inh inactive, PolyA inhibitor inactive, MrgX1 PAM inactive, HIF activator -0.1, TRPC6 inh inactive, TRPC4 potent inactive and MrgX1 antagonist inactive.
`CCN(CC)C(=O)Nc1ccccc1C` gave AI-2 QS modul 19, MrgX1 agonist inactive, TRPC6 act inactive, TRPC4 act inactive, TRPC4 inh inactive, PolyA inhibitor inactive, MrgX1 PAM inactive, HIF activator -0.2, TRPC6 inh inactive, TRPC4 potent inactive and MrgX1 antagonist inactive.
Screening COc1ccc(OCC(O)CNC(=O)Nc2ccc(C(C)(C)C)cc2)cc1 (configuration not stated) returned AI-2 QS modul 18, MrgX1 agonist inactive, TRPC6 act inactive, TRPC4 act inactive, TRPC4 inh inactive, PolyA inhibitor inactive, MrgX1 PAM inactive, HIF activator -0.1, TRPC6 inh inactive, TRPC4 potent inactive and MrgX1 antagonist inactive.
Screening CC(=O)c1sc(NC(=O)COc2ccc(C)c(C)c2)nc1C returned AI-2 QS modul 7, MrgX1 agonist inactive, TRPC6 act inactive, TRPC4 act inactive, TRPC4 inh inactive, PolyA inhibitor inactive, MrgX1 PAM inactive, TRPC6 inh inactive, TRPC4 potent inactive and MrgX1 antagonist inactive.
`COc1ccc(CN2C(=O)c3ccccc3C2C(=O)NC2CCC(C)CC2)c(OC)c1` (configuration not stated) gave AI-2 QS modul 21, MrgX1 agonist inactive, TRPC6 act inactive, TRPC4 act inactive, TRPC4 inh inactive, PolyA inhibitor inactive, MrgX1 PAM inactive, HIF activator -0.1, TRPC6 inh inactive, TRPC4 potent inactive and MrgX1 antagonist inactive.
`CCCCNC(=O)Nc1ccccc1C(=O)NCCC` gave AI-2 QS modul 0, MrgX1 agonist inactive, TRPC6 act inactive, TRPC4 act inactive, TRPC4 inh inactive, PolyA inhibitor inactive, MrgX1 PAM inactive, HIF activator 0.2, TRPC6 inh inactive, TRPC4 potent inactive and MrgX1 antagonist inactive.
Screening CS(=O)(=O)NCc1ccc(C(=O)NCCOc2ccccc2)cc1 returned AI-2 QS modul 26, MrgX1 agonist inactive, TRPC6 act inactive, TRPC4 act inactive, TRPC4 inh inactive, PolyA inhibitor inactive, MrgX1 PAM inactive, HIF activator 1.9, TRPC6 inh inactive, TRPC4 potent inactive and MrgX1 antagonist inactive.
For CC1CCN(c2nc3c(c(=O)[nH]c(=O)n3C)n2Cc2ccccc2Cl)CC1 the results were AI-2 QS modul 11, MrgX1 agonist inactive, TRPC6 act inactive, TRPC4 act inactive, TRPC4 inh inactive, PolyA inhibitor inactive, MrgX1 PAM inactive, HIF activator -0.2, TRPC6 inh inactive, TRPC4 potent inactive and MrgX1 antagonist inactive.
For CCn1c(/C=C/c2c[nH]c3ccccc23)nc2ccccc2c1=O the results were AI-2 QS modul 10, MrgX1 agonist inactive, TRPC6 act inactive, TRPC4 act inactive, TRPC4 inh inactive, PolyA inhibitor inactive, MrgX1 PAM inactive, HIF activator 3.2, TRPC6 inh inactive, TRPC4 potent inactive and MrgX1 antagonist inactive.
For COc1cc(C)c(C#N)c(OC)n1 the results were AI-2 QS modul 9, MrgX1 agonist inactive, TRPC6 act inactive, TRPC4 act inactive, TRPC4 inh inactive, PolyA inhibitor inactive, MrgX1 PAM inactive, HIF activator 0.4, TRPC6 inh inactive, TRPC4 potent inactive and MrgX1 antagonist inactive.
For O=C(NC1CCCCC1)C(c1ccco1)N(C(=O)c1csnn1)c1ccc(Cl)cc1 (configuration not stated) the results were MrgX1 agonist inactive, TRPC6 act inactive, TRPC4 act inactive, TRPC4 inh inactive, PolyA inhibitor inactive, MrgX1 PAM inactive, HIF activator -1.1, TRPC6 inh inactive, TRPC4 potent inactive and MrgX1 antagonist inactive.
Cc1nn(-c2ccccc2)c(Cl)c1/C=C1\C(=O)N(C)C(=S)N1C was read as AI-2 QS modul 14, MrgX1 agonist inactive, TRPC6 act inactive, TRPC4 act inactive, TRPC4 inh inactive, PolyA inhibitor inactive, MrgX1 PAM inactive, HIF activator 0.6, TRPC6 inh inactive, TRPC4 potent inactive and MrgX1 antagonist inactive.
Screening CCc1nnc(NC(=O)c2ccc(Cl)nc2)s1 returned AI-2 QS modul 12, MrgX1 agonist inactive, TRPC6 act inactive, TRPC4 act inactive, TRPC4 inh inactive, PolyA inhibitor inactive, MrgX1 PAM inactive, HIF activator 2.1, TRPC6 inh inactive, TRPC4 potent inactive and MrgX1 antagonist inactive.
